IL2 activator = activators of IL-2; IL-2 activation reporter assay, cell-based qHTS; stimulated with anti-CD3/CD4/CD28 beads; in transgenic mouse T cells; activation, % (series mostly up to about 46 µM); 0.065% of 360,000 active; AID 652025; in the data active means activation above about 50%; inconclusive means mostly about 30% to 49%; further: 0% is about no effect
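First, unstimulated transgenic mouse T cells were exposed to compound for 60 min. Next, anti-CD3/anti-CD4-coated beads with anti-CD28 were added. Finally, after 18 h at 37 degrees C, EGFP and DsRed were imaged.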
EPAC1 antagonist = EPAC1 (human) antagonism; 0.14% of 360,000 active; AID 720709; EPAC1 GEF assay, Rap1b-BODIPY-GDP exchange fluorescence; Potency, µM (top dose mostly 115 µM), inactives show at the highest dose activity change, negative = inhibition, hits mostly inhibitors;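 further: potency means the concentration at half of the fitted maximal effect; plate controls were vehicle for no effect and positive control for full effect; nearly all actives have a fitted effect of over 50% in size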
Target sequence (O95398 whole entry, looked up): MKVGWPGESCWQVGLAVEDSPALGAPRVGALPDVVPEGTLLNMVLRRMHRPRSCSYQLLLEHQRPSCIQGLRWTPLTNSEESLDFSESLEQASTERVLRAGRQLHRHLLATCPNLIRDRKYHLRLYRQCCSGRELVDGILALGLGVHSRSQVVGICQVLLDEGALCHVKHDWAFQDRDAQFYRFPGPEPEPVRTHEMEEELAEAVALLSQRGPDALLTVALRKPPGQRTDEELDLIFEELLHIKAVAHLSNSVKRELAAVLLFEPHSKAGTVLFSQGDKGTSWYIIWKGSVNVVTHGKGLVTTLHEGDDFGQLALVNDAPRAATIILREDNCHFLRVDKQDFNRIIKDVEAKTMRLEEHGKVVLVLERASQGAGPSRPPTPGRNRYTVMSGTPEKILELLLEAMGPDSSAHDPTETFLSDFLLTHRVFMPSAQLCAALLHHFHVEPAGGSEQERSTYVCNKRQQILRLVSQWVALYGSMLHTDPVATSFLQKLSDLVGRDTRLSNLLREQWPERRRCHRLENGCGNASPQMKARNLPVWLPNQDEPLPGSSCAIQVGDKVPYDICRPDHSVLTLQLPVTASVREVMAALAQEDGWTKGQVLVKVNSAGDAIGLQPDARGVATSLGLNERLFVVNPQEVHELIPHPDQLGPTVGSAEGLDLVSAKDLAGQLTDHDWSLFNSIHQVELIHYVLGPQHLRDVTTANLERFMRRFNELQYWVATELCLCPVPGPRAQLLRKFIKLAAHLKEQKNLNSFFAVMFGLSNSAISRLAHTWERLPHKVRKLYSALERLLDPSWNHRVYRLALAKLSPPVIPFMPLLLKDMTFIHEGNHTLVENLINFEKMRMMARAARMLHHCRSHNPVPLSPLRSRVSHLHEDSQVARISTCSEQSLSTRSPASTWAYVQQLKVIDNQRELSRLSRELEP
CCT modulator = cytosolic chaperonin activity modulation; activity change, % (no concentration beside the values), hits read low; AID 651819; purified chaperonin ATPase assay, HTRF ADP detection, 30 min; 0.3% of 360,000 active; in the data active means activity change below about -30%; further: on the % scale 0 is the no-effect control and ±100 the full control effect
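ATPase activity: ADP formed was measured by HTRF Transcreener (665/615 nm ratio) after 30 min at 37 deg C with 10 uM ATP. Compounds screened at one 76 uM concentration against 40 or 20 nM TRiC in Tris pH 7.4/KCl/MgCl2/DTT buffer.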
WRN inhibitor = blocks human WRN helicase; Q14191; WRN helicase unwinding, fluorescent forked duplex, kinetic; Potency, µM (top dose mostly 114 µM), for the others: top-dose activity change, negative = inhibition, hits mostly inhibitors; 0.46% of 360,000 active; further: potency means the concentration at half of the fitted maximal effect; on the % scale 0 is the no-effect control and ±100 the full control effect; nearly all actives have a fitted effect of over 55% in size
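Kinetic red-fluorescence monitoring (525/598 nm) tracks WRN helicase activity after 100 nM fluorophore-quencher forked duplex and 2 mM ATP are added to 20 nM enzyme pretreated 15 min at room temperature with compound.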
PLK1 PBD inh = blocks phosphopeptide binding to human PLK1 polo-box domain; P53350; Plk1 PBD binding of FITC phosphopeptide, fluorescence polarization; Potency, µM, for the others: max response, negative = inhibition, actives largely listed as inhibitors; 2.8% of 360,000 active; AID 720504; further: potency means the concentration at half of the fitted maximal effect; series mostly up to about 57 µM; on the % scale 0 is the no-effect control and ±100 the full control effect; nearly all actives have a fitted effect of over 65% in size
PI5P4K alpha inh = inhibitors of human PI5P4K alpha; AID 652105; max response, %; P48426; PI5P4Kalpha enzyme, ADP-Glo luminescence, 60 min; active compounds read low; 1.2% of 330,000 active; active means max response of -50% or lower; inconclusive means between -30% and -50%; inactive means -30% or higher; further: value at the top dose of about 77 µM; on the % scale 0 is the no-effect control and ±100 the full control effect
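Reactions run in 0.038 M HEPES pH 7.4, 0.28 mM EGTA, 0.1% CHAPS and 5% DMSO, with PI5P4Kalpha, substrate, compound and 5 microM ATP final, one hour at room temperature. Readout is ADP-Glo luminescence.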
EPAC1 ag = EPAC1 (human) agonism | Potency, µM (highest dose often 154 µM), for the others: top-dose activation, actives largely listed as activators | O95398 | EPAC1 agonist qHTS, biochemical assay; response scale: 100% = response to 6.5 mM cAMP | 0.073% of 360,000 active; further: potency means the concentration at half of the fitted maximal effect; nearly all actives have a fitted effect of over 60% in size
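Nucleotide exchange assay: 100 nM EPAC1 with 250 nM Rap1B loaded with BODIPY-GDP and 50 uM GDP, room temperature. Fluorescence (480/540 nm) read every 5 min for 30 min; signal change normalized to 6.5 mM cAMP as full agonist.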
EPAC2 agonist = agonists of human EPAC2 (RAPGEF4) | Q8WZA2 | EPAC2 activation, biochemical qHTS; response scale: 100% = 6.5 mM cAMP response | Potency, µM (series often up to 154 µM), inactives show at the highest dose activation, actives largely listed as activators | 0.079% of 360,000 active | AID 720711; further: potency means the concentration at half of the fitted maximal effect; nearly all actives have a fitted effect of over 50% in size
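Each well held 100 nM EPAC2, 250 nM RAP1B-BODIPY-GDP and 50 uM GDP. Fluorescence, read at 5-min intervals to 30 min, was referenced to a 6.5 mM cAMP positive control.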
An asterisk follows results filed as active; ? = inconclusive; . = not tested or not shown; [ ] = dose if it differs, or a comment. Unless noted, the call rests on the fitted dose curve; in most records, active means well fitted curve in the direction sought with a large enough effect; inconclusive means small, poorly fitted or top-dose-only effect, or another doubt; inactive means no such curve, though single readings can be large; an effect the other way counts as inactive or inconclusive. A portion of the library; count on the stated rates, not on these rows.

The opening 2 records (preview)
item	canonical_smiles	IL2 activator	EPAC1 antagonist	CCT modulator	WRN inhibitor
1	COc1ccccc1OCCNC(=O)c1ccc(C)o1	1.3	-6%	1.4	-8%
2	S=C1NC(c2ccccc2)N2C(=S)NC(c3ccccc3)N12 (stereo not drawn)	-3.4	5%	-1.3	-4%

item	PLK1 PBD inh	PI5P4K alpha inh	EPAC1 ag	EPAC2 agonist
1	2%	3	4%	1%
2	?	-81*	13%	22%

The listing, from the first entry:
item	canonical_smiles	IL2 activator	EPAC1 antagonist	CCT modulator	WRN inhibitor
1	COc1ccccc1OCCNC(=O)c1ccc(C)o1	1.3	-6%	1.4	-8%
2	S=C1NC(c2ccccc2)N2C(=S)NC(c3ccccc3)N12 (stereo not drawn)	-3.4	5%	-1.3	-4%
3	COc1ccc(C2CC(C(F)(F)F)n3nc(C(=O)N(C)Cc4cn(C)nc4C)c(Cl)c3N2)cc1 (stereo not drawn)	-0.4	6%	-0.9	6%
4	CCn1cc(C(=O)NCc2ccccc2OC)c(=O)c2ccc(C)nc21	-0.8	-9%	-0.9	6%
5	CC(C)(C)C(=O)N1N=C(c2cccc(NS(C)(=O)=O)c2)CC1c1cccs1 (stereo not drawn)	2.6	-1%	-2.1	-4%
6	COc1ccc(CC(=O)Nc2ccc(S(=O)(=O)N(C)C3CCN(C)CC3)cc2)cc1	0.7	17%	-0.6	0%
7	CN1CCN(C(=O)c2cccc(-c3cccc4nccn34)c2)CC1	1.2	-8%	0.0	-8%
8	O=C(O)c1csc(-c2cccc(Cl)c2)n1	0.7	7%	0.4	-3%
9	O=C(Oc1ccccc1C(=O)Oc1ccccc1)c1ccco1	-2.9	-17%	-2.9	-7%
10	O=C1c2ccccc2C(=O)c2cc(S(=O)(=O)Nc3ccccc3)ccc21	0.1	-22%	-3.1	-33%
11	Cc1onc(-c2ccccc2)c1-c1nc2cc(Cl)ccc2c(=O)o1	-0.2	-7%	-2.2	-8%
12	CCCN(CCC)c1nc2c(C)cccn2c(=O)c1/C=C1/SC(=S)N(Cc2ccco2)C1=O	7.2	-21%	0.3	-2%

item	PLK1 PBD inh	PI5P4K alpha inh	EPAC1 ag	EPAC2 agonist
1	2%	3	4%	1%
2	?	-81*	13%	22%
3	1%	-2	-5%	-4%
4	-4%	1	1%	7%
5	-1%	9	17%	11%
6	5%	-1	2%	2%
7	-8%	9	7%	6%
8	27µM*	-10	6%	2%
9	-10%	.	13%	23%
10	8%	0	4%	13%
11	-22%	2	5%	20%
12	9%	-16	-26%	-11%

New compounds follow:
item	canonical_smiles	IL2 activator	EPAC1 antagonist	CCT modulator	WRN inhibitor
13	O=C(CCC(=O)OCC(F)(F)C(F)F)NCc1ccccc1	1.3	16%	-0.3	3%
14	O=C(/C=C/c1cccc(F)c1)Nc1ccc(S(=O)(=O)N2CCOCC2)cc1	0.7	2%	0.8	-18%
15	O=C(CSc1ccc(-c2cccs2)nn1)NCCc1ccccc1	-0.7	-21%	2.0	-7%
16	CN(C(=O)c1ccc2c(c1)SC1=NS(=O)(=O)CCN12)C(c1ccccc1)c1ccccc1	0.1	2%	-1.5	-15%
17	COc1ccc(OC)c(/C=N/NC(=O)CCN2CCN(C(c3ccccc3)c3ccccc3)CC2)c1	-1.2	?	0.1	-10%
18	Cc1cc(C)nc(-n2ncc3c2CC(C)CC3=O)n1 (stereo not drawn)	2.3	11%	-5.3	-21%
19	NC(Cc1ccc(C(F)(F)F)cc1)c1csc(Nc2ccc(C(=O)c3ccccc3)cc2)n1 (stereo not drawn)	-1.0	?	-0.6	1%[57.1 µM]
20	O=C(NNC(=S)Nc1cccc(C(F)(F)F)c1)c1ccc(Cl)cc1Cl	-1.0	0%	-2.0	-32%[57.1 µM]
21	CCOC(=O)C1(P(=O)(c2ccc(Cl)cc2)c2ccc(Cl)cc2)CCC1	0.0	-3%	-0.5	-1%
22	CC(C)Cc1csc(NC(=O)c2ccccc2Cl)c1C(=O)O	3.2	9%	-0.6	-32%[57.1 µM]
23	O=C(NCC(=O)N1CCN(C(c2ccccc2)c2ccccc2)CC1)c1ccccc1F	1.1	-14%	1.0	8%
24	CN(CCC(=O)Nc1ccc2c(c1)OCO2)Cc1ccccc1	-0.3	1%	0.1	1%

item	PLK1 PBD inh	PI5P4K alpha inh	EPAC1 ag	EPAC2 agonist
13	-8%	.	9%	6%
14	4%	7	12%	9%
15	-7%	4	0%	6%
16	1%	0	3%	-4%
17	-10%	1	7%	0%
18	1%	-4	2%	7%
19	-16%	-14	7%	3%
20	?	-2	-1%	-8%
21	-3%	3	15%	1%
22	-12%	-20	12%	6%
23	-6%	0	4%	16%
24	-4%	.	0%	7%

Next entries
item	canonical_smiles	IL2 activator	EPAC1 antagonist	CCT modulator	WRN inhibitor
25	CC/C(C)=N/NC(=O)c1[nH]c2ccc(C)cc2c1-c1ccccc1	-2.2	-9%	-2.3	-7%
26	CCN(CC)S(=O)(=O)c1cc(C)c(C)cc1OCC(=O)NC1CCCC1	-2.8	-5%	-1.6	-16%
27	CC(C)CNC(=O)COc1ccc2c3c(c(=O)oc2c1)CCC3	-0.4	4%	-0.1	-8%
28	Cc1ccc(C(=O)N/N=C\c2cccn2C)cn1	-2.1	-7%	-3.0	-12%
29	Cn1c(C(=O)O)c(S(=O)(=O)c2ccc(Cl)cc2)c2ccccc21	-2.3	11%	0.2	-1%[57.1 µM]
30	CCN(CC)CCNC(=O)c1ccc(NC(=O)c2ccc(S(=O)(=O)N(C)c3ccccc3OC)cc2)cc1	0.1	5%	0.7	-3%
31	CCCC(=O)C1=C(O)C(C(=O)OC)C(C)(C)CC1=NCCCCCC(=O)O (stereo not drawn)	0.3	3%	1.0	-1%
32	O=C(NNc1ccccn1)c1ccc(Cl)nc1	0.2	1%	-0.5	2%
33	CCN(CC)c1ccc(-c2sc(Nc3ccccc3)n[n+]2-c2ccc(F)cc2)cc1	1.6	24%	-10	-12%
34	O=C(N1CCOCC1)N1CCC(c2nc(-c3ccc(S(=O)(=O)N4CCOCC4)cc3)no2)CC1	0.1	-16%	0.1	16%
35	COc1ccccc1CCNC(=O)CSc1ccc(-c2ccco2)nn1	0.0	2%	0.1	-10%
36	O=C(CCNS(=O)(=O)c1ccccc1C(F)(F)F)Nc1ccncc1	1.1	18%	0.6	-7%

item	PLK1 PBD inh	PI5P4K alpha inh	EPAC1 ag	EPAC2 agonist
25	-9%	-7	2%	-1%
26	0%	-11	-3%	0%
27	-3%	.	2%	0%
28	-14%	1	3%	7%
29	-4%	-6	-4%	1%
30	-1%	1	3%	-3%
31	4%	-4	-11%	5%
32	-2%	-5	-7%	4%
33	32%[activator]	-18	-6%	8%
34	-4%	-5	-8%	8%
35	-12%	?	9%	5%
36	-14%	4	3%	2%

(next part)
item	canonical_smiles	IL2 activator	EPAC1 antagonist	CCT modulator	WRN inhibitor
37	CC(C)C[C@@H](CN)NC(=O)c1nc[nH]c1C(=O)N[C@@H](C)C(=O)CNC[C@H](C)NC(=O)c1nc[nH]c1C(=O)N[C@@H](CC(=O)O)C(=O)O	1.1	-5%	-0.9	8%
38	CCOc1ccccc1Nc1cc(C)nc2ccccc12	-2.3	-11%	-0.2	-12%
39	Cc1cccc(CSC2=NCCN2C(=O)c2ccc(S(=O)(=O)N(C)C)cc2)c1	-0.8	3%	-0.8	-2%
40	CC(=O)Nc1ccc(NC(=O)c2ccccc2F)cc1	1.6	8%	0.1	15%
41	O=C(C1CCN(S(=O)(=O)c2cccc3cccnc23)CC1)N1CCN(Cc2ccccc2)CC1	-4.2	-8%	-1.1	1%
42	CCOc1ccc2nc3cc(N=Nc4ccc(N)nc4N)ccc3c(N)c2c1	-7.2	9%	-0.4	?
43	Cc1cc(N2CCN(Cc3cn(C)nc3-c3ccccc3F)CC2)cc(C)n1	0.5	-1%	1.2	-1%
44	COc1ccccc1CC(=O)NC1CCCc2ccccc21 (stereo not drawn)	-4.4	17%	-1.5	2%
45	O=C([O-])c1cc(-c2ccccc2)cc(-c2ccccc2)[n+]1CCc1ccc(Cl)cc1	-0.7	-6%	-1.8	6%
46	CCOc1ccc(CN(C)c2ccc(S(=O)(=O)N3CCN(C)CC3)cc2[N+](=O)[O-])cc1OC	-0.1	-5%	-2.8	2%
47	C/C(=N/NC(=O)CNC(=O)c1cccc(F)c1)c1ccc2c(c1)CCCC2	-1.0	-16%	-1.8	-29%
48	CC(=O)c1sc(NS(=O)(=O)c2ccc(C)cc2)nc1-c1ccccc1	1.6	0%	1.0	-14%

item	PLK1 PBD inh	PI5P4K alpha inh	EPAC1 ag	EPAC2 agonist
37	?	-19	-4%	10%
38	-9%	2	-9%	6%
39	-10%	2	-2%	12%
40	1%	.	1%	-1%
41	-9%	6	-20%	6%
42	?	?	-9%	26%
43	-12%	3	1%	12%
44	-29%	-8	0%	1%
45	-15%	3	-4%	8%
46	-8%	6	12%	3%
47	-9%	3	6%	8%
48	-18%	-3	-1%	5%

Four entries picked at random from those above:
item	canonical_smiles	IL2 activator	EPAC1 antagonist	CCT modulator	WRN inhibitor
43	Cc1cc(N2CCN(Cc3cn(C)nc3-c3ccccc3F)CC2)cc(C)n1	0.5	-1%	1.2	-1%
47	C/C(=N/NC(=O)CNC(=O)c1cccc(F)c1)c1ccc2c(c1)CCCC2	-1.0	-16%	-1.8	-29%
42	CCOc1ccc2nc3cc(N=Nc4ccc(N)nc4N)ccc3c(N)c2c1	-7.2	9%	-0.4	?
45	O=C([O-])c1cc(-c2ccccc2)cc(-c2ccccc2)[n+]1CCc1ccc(Cl)cc1	-0.7	-6%	-1.8	6%

item	PLK1 PBD inh	PI5P4K alpha inh	EPAC1 ag	EPAC2 agonist
43	-12%	3	1%	12%
47	-9%	3	6%	8%
42	?	?	-9%	26%
45	-15%	3	-4%	8%

(cont.)
item	canonical_smiles	IL2 activator	EPAC1 antagonist	CCT modulator	WRN inhibitor
49	C=CCn1c(SCC(=O)Nc2sccc2C(N)=O)nc2ccccc2c1=O	0.0	-22%	-2.6	-6%
50	O=C(Nc1ccc(Br)cc1F)c1ccc2c(c1)OCCO2	0.3	4%	-0.4	-4%
51	CC(=O)N1CCOc2ccc(S(=O)(=O)NCCc3ccccc3)cc21	-1.0	-14%	-3.8	6%
52	CN(C)CCCn1c(=O)n(CCc2ccccc2)c(=O)c2c3c(sc21)CCCCC3	0.1	-2%	-1.6	-4%
53	COc1ccc(CC(=O)Nc2ccc(C)cc2O)cc1S(=O)(=O)N1CCOCC1	-2.5	2%	-3.4	-1%

item	PLK1 PBD inh	PI5P4K alpha inh	EPAC1 ag	EPAC2 agonist
49	-12%	1	-5%	-85%[inhibitor][15.6 µM]
50	-4%	4	8%	3%
51	-14%	-2	-3%	16%
52	-10%	-1	2%	8%
53	-6%	-4	-6%	-1%
